GPR55 activation: GPR55 agonists via beta-arrestin recruitment, primary screen, imaging, U2OS cells, beta-arrestin-GFP redistribution (AID 1961). G-protein coupled receptor 55 (Homo sapiens). U2OS GPR55 beta-arrestin-GFP redistribution imaging; higher % means a stronger effect. activation, % at 10 µM, or EC50 in µM where a hit was titrated. 290,000 tested, 0.048% active;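 active = activation above 40% with more than 50 cells counted in the well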;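 also: U2OS osteosarcoma cells stably expressing GPR55 and beta-arrestin-GFP; plate controls were DMSO negative control for no effect and LPI positive control for full effect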
KOR beta-arrestin-1: KOR antagonists, beta-arrestin recruitment, cell-based, luminescence, uHTS (AID 1778) | KOR beta-arrestin recruitment, luminescence, antagonist mode; higher % means a stronger effect | inhibition, % at 10 µM; hits with a dose series show IC50 in µM | 290,000 tested, 0.091% active; also: strong numbers were not always called active
CSM14.1 death rescue: rescue of cells from ER stress-induced death, primary screen, 384-well, CSM14.1, thapsigargin, ATP luminescence (AID 1222); CSM14.1 thapsigargin-induced death rescue, ATP luminescence; higher % means a stronger effect; cellular ATP content (survival), % at 20 µM; hits with a dose series show EC50 in µM; 190,000 tested, under 10 active;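 active = EC50 below 50 µM in the dose-response confirmation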;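 also: death triggered by thapsigargin at about 15 µM added after 2 h compound pretreatment; cell ATP read after overnight thapsigargin exposure of roughly 18 to 22 hours; normalized against plate controls of thapsigargin alone and 5% DMSO vehicle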
TNAP activation fold: human TNAP enzyme activators, primary screen, biochemical, luminescent, no phosphate acceptor, uHTS (AID 1001); Alkaline phosphatase, tissue-nonspecific isozyme (Homo sapiens); purified TNAP, luminescent activation assay, no phosphate acceptor; higher activation fold means a stronger effect; one-dose activation fold at 20 µM; EC50 in µM for titrated hits; 200,000 tested, 0.03% active; in the data active = activation fold from about 3, or a potency from the dose series; inactive = the rest, 99 in 100 with activation fold below about 1.6; also: many of its hits are not listed in these tables
HEK293 NOD2/NF-kB: NOD2 signaling inhibitors, cell-based, luminescence, uHTS, HEK293 (AID 1566). HEK293 NOD2/NF-kB luciferase reporter, luminescence; higher % means a stronger effect. one-dose inhibition, % at 4 µM; EC50 in µM for titrated hits. 290,000 tested, 0.63% active; also: many of its hits are not listed in these tables
Yfh1-depleted yeast: enhancers of respiration in Yfh1-depleted yeast, dose response, Friedreich's ataxia, plus single-dose screen (AID 1465); fold induction at 50 µM, or EC50 in µM where a hit was titrated; 220,000 tested, 0.074% active; S. cerevisiae Yfh1-off respiration, WST-1 reduction, 72 h; higher fold induction means a stronger effect;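 active = fold induction of absorbance versus untreated yeast above a set limit, then at least 30% activation at any dose in follow-up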;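 also: activators that raise dye reduction in frataxin-depleted yeast; strong numbers were not always called active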
NTR1 ag: agonists of NTR1, primary screen, imaging, U2OS cells, beta-arrestin-GFP, high content (AID 493036). Neurotensin receptor type 1 (Homo sapiens), P30989. activation, % at 20 µM. NTR1-U2OS beta-arrestin-GFP spot imaging, agonist mode. 330,000 tested, 0.17% active;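 active = activation at or above 40% of the spot to cytoplasm intensity ratio, with at least 20 cells analyzed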;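 also: 0% = DMSO without peptide and 100% = 100 nM NTR1 peptide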
Target sequence (P30989 whole entry, looked up): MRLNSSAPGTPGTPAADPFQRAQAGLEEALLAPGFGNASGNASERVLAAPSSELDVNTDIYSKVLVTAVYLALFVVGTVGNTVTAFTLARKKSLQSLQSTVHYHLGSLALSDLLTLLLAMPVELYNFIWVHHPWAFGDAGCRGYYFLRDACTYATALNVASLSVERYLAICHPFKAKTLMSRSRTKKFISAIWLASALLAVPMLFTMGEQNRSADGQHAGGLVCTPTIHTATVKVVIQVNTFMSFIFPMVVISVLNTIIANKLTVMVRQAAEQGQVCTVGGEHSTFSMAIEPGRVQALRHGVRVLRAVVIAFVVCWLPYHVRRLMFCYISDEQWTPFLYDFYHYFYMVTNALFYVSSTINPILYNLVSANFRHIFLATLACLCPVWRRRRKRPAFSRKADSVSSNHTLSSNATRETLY
NOD1 inhibition: NOD1 signaling inhibitors, primary screen, cell-based, luminescence, uHTS (AID 1578). 290,000 tested, 1% active. inhibition, % at 4 µM; hits with a dose series show EC50 in µM. NOD1-driven NF-kB luciferase reporter cells, luminescence; higher % means a stronger effect; in the data active = inhibition mostly above about 36%, no sharp cut-off; inactive = mostly below about 34%;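 also: HEK-293T reporter cells stimulated with the NOD1 agonist gamma-tri-DAP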
KOR beta-arrestin-2: KOR agonists, beta-arrestin recruitment, primary screen, cell-based, luminescence, uHTS (AID 1777) | 280,000 tested, 0.02% active | activation, % at 10 µM; hits with a dose series show EC50 in µM | KOR beta-arrestin recruitment, luminescence; higher % means a stronger effect | Kappa-type opioid receptor (Homo sapiens); in the data active = activation above about 50%, passing the limit was not always enough; also: a part of the inactive calls stands beside numbers as strong as those of hits
NTR1 ag cell count 20 µM: second read-out of NTR1 ag, no call of its own (marks repeat the call); cell count; measured here: cell count, cytotoxicity flag
* = called active by the depositor; i = inactive; . = not tested or not shown; [ ] = remark or other dose. Rule as the data show it, unless noted: active = inhibition above about 50%; inactive = the rest. Some of the compounds tested; rates above refer to the full screens.

SMILES	GPR55 activation	KOR beta-arrestin-1	CSM14.1 death rescue	TNAP activation fold	HEK293 NOD2/NF-kB	Yfh1-depleted yeast	NTR1 ag	NTR1 ag cell count 20 µM	NOD1 inhibition	KOR beta-arrestin-2
CC(C)OP(=O)(OC(C)C)C(Nc1ccccc1)c1cccc([N+](=O)[O-])c1 (stereo not drawn)	0.3%	-8%	.	.	1%	i	-0.5	63	-1%	-0.5%
O=C1c2cccc3c([N+](=O)[O-])ccc(c23)C(=O)N1CC1CCCO1 (stereo not drawn)	0.0%	59%	-0.3%	1.1	12%	i	9.3	80	8%	-5.8%
COc1ccc(/C=N/n2cnc3c([nH]c4ccc(F)cc43)c2=O)cc1CN1CCCC1	-0.1%	-14%	.	.	12%	i	19	56	-2%	7.6%
COc1ccc(NC(=O)c2cn(-c3ccccc3)nc2-c2ccncc2)cc1	-0.2%	22%	-0.7%	1.1	19%	i	-1.4	90	-4%	-3.9%
O=C(COC(=O)c1oc2ccccc2c1COc1ccccc1)NCCN1C(=O)CSC1=O	-0.2%	19%	-1.5%	1	-46%	i	0.0	65	-24%	-5.9%
CCC(=O)N1CCc2cc(S(=O)(=O)Nc3ccccc3C)ccc21	-0.1%	-19%	.	.	-7%	.	-0.5	51	3%	5.8%
Cn1nc(C(=O)OCC(=O)NC2CCS(=O)(=O)C2)c2ccccc2c1=O (stereo not drawn)	0.1%	-26%	-2.4%	1.2	2%	i	-2.0	60	-19%	-0.9%
COc1cc(/C=N/NC(N)=O)ccc1OC(=O)c1ccco1	-0.4%	-13%	-0.8%	1	-5%	i	0.7	42	-61%	-2.3%
O=S(=O)(NCc1ccccc1)c1ccc(S(=O)(=O)N2CCCC2)cc1	-0.1%	-61%[20 µM]	0.7%	1.1	3%	i	1.6	80	-29%	.
CCn1nc(C)c(NC(=O)c2cc(Br)ccc2Cl)c1C	-0.1%	-10%	-1.0%	1.1	-9%	i	0.0	58	11%	4.1%
CC1CC(C)CN(CCCNC(=O)CCC(=O)N2CCOc3ccccc32)C1 (stereo not drawn)	0.5%	-12%[20 µM]	.	.	6%	.	-0.8	83	-31%	-7.3%
Cc1nn2c(N)c(C#N)cnc2c1-c1ccc(Cl)cc1	-0.1%	10%	0.6%	1	-26%	.	-0.3	41	-23%	4.2%
Cc1ccc(Cl)cc1NC(=O)c1ccccn1	0.2%	20%	1.5%	1	3%	i	1.4	43	-38%	-1.1%
CCOc1ccc(-c2c(C(=O)N/N=C/c3cccs3)nnn2-c2nonc2N)cc1	-0.2%	-19%	.	.	-13%	.	-0.2	44	-18%	1.2%
CN1C(=O)Cc2cc(S(=O)(=O)N3CCN(c4ccc(Cl)cc4)CC3)ccc21	-0.2%	-1%	.	.	8%	.	0.3	64	-9%	11%
NC(=O)CC(NC(=O)Cc1ccc(Cl)cc1)c1ccc(NC2CCCC2)c([N+](=O)[O-])c1 (stereo not drawn)	-0.1%	42%	.	.	-54%	i	5.2	90	-5%	-6.7%
COc1cccc(/C=N/n2cncn2)c1OCC#N	-0.1%	-11%	-3.0%	1.1	6%	i	-1.6	94	-20%	-3.5%
COc1ccc(C(=O)O)cc1S(=O)(=O)NCCN(C)C	-0.1%	38%	.	.	5%	i	2.2	49	-6%	-1.6%
COc1cc2nc(N3CCN(c4cc(C)ccc4C)CC3)nc(N)c2cc1OC	0.6%	-20%	.	.	-16%	.	7.5	25	-4%	2.4%
Cc1cc(=O)[nH]c(N2CCOCC2)n1	0.2%	-57%[20 µM]	0.2%	1.1	12%	i	0.2	42	-33%	.
c1ccc(Nc2n[nH]nc2-c2ccccc2)cc1	-0.2%	-16%	-3.2%	1	-4%	i	-0.8	47	21%	3.6%
Cc1cc([N+](=O)[O-])ccc1NC(=O)CN1CCN(Cc2ccccc2)CC1	0.4%	-2%	.	.	11%	.	0.2	61	-6%	1.0%
Cc1cc(-c2n[nH]c(=S)n2-c2ccccc2)nn1C	-0.6%	28%	-3.5%	1.5	1%	i	2.4	46	-21%	-4.8%
S=C1NCCOCCNC(=S)NCCOCCOCCN1	0.2%	-7%[20 µM]	1.1%	1.1	17%	i	1.0	90	-15%	.
O=C(NCc1ccc(Cl)c(Cl)c1)c1ccco1	-0.3%	4%	0.1%	1.1	14%	i	-0.2	34	6%	-2.1%
O=C(NNC(=O)C1CCCCC1)C(=O)NC1CCCCC1	-0.3%	-51%	-0.3%	1.1	-8%	i	0.4	43	-26%	3.8%
CCCCn1nnnc1SCC(=O)Nc1ccc2c(c1)OCO2	-0.1%	25%	-2.6%	1	-5%	i	-1.9	84	-33%	13%
CC1CCCCC1NC(=O)CCS(=O)(=O)c1cc2c(cc1Cl)NC(=O)CO2 (stereo not drawn)	0.2%	-10%	.	.	8%	.	1.1	61	-19%	-2.4%
Cc1cccc(NC(NC(=O)c2cccnc2)C(Cl)(Cl)Cl)c1 (stereo not drawn)	-0.1%	-38%	-0.6%	1.1	12%	i	-0.1	90	10%	5.3%
COc1ccc(C2CC(c3ccc(Cl)cc3)=NN2C(=O)c2cccc([N+](=O)[O-])c2)cc1 (stereo not drawn)	-0.2%	-8%	-0.9%	1	0%	i	6.6	39	-15%	1.9%
COC(=O)c1ccc(OCC(O)CN2C(=O)c3ccccc3S2(=O)=O)cc1 (stereo not drawn)	0.4%	7%[20 µM]	-2.0%	1	8%	i	0.3	47	-29%	.
Cc1nc(NC(=O)c2cc3ccccc3o2)ccc1Br	-0.1%	-13%	.	.	-52%	.	1.5	44	-81%	1.4%
CC1(C)CC(/C=C/c2ccccc2)=Nc2ccccc2N1	0.1%	-31%	.	.	1%	i	2.7	62	-5%	3.9%
O=[N+]([O-])c1ccc(Nc2nc(NC3CCCCC3)nc(N3CCCC3)n2)cc1	-0.4%	6%	-0.1%	1.1	8%	i	4.7	91	-18%	-0.5%
CCCn1c(N)c(N(CCOC)C(=O)c2ccc([N+](=O)[O-])cc2Cl)c(=O)[nH]c1=O	-0.1%	-5%	.	.	4%	.	0.4	43	-8%	-1.8%
S=C(Nc1ccccc1)N1CCN(C(=S)Nc2ccccc2)CC1	-0.2%	-15%	0.5%	1.1	3%	i	-0.3	56	-15%	-0.4%
CC(=O)NC1=NN(C(C)=O)C(C)(CS(=O)(=O)c2ccc(C)c(C)c2)S1 (stereo not drawn)	-0.1%	0%	-2.6%	1.1	13%	i	-0.4	45	8%	4.3%
CC(=O)Nc1ccc(C(=O)OCc2ccc(Br)cc2)cc1	0.1%	-36%	-3.3%	1	3%	i	0.7	44	-2%	4.0%
O=C(O)c1ccc(NCc2cccc(Br)c2)cc1	0.5%	-67%	-3.3%	1	10%	i	-0.7	41	-26%	4.2%
O=C(Cn1cnc2c(nnn2Cc2ccccc2)c1=O)NCc1ccccc1Cl	-0.1%	14%	.	.	-9%	i	0.9	63	9%	0.8%
CC(C)CCNC(=O)C1CCN(c2nc3ccccc3o2)CC1	-0.2%	0%	-2.0%	1.1	22%	i	0.1	58	15%	-2.1%
Cc1nnsc1-c1nnc(SCC(=O)c2ccccc2)n1C1CC1	-0.1%	-27%	.	.	-40%	i	-0.2	56	8%	2.0%
CNc1nc(-c2ccc([N+](=O)[O-])cc2)cs1	-0.3%	-1%	-1.7%	1	-54%	i	-0.6	42	-9%	2.4%
COc1ccc(CNc2nc3ccccc3s2)cc1OC	-0.1%	-61%[20 µM]	.	.	12%	.	1.7	65	19%	.
Cc1csc(NC(=O)C2CCCCC2)n1	-0.2%	-1%[20 µM]	.	.	-27%	.	-0.9	59	-53%	-2.4%
Cc1cc(C)n2nc(C(=O)NCc3cccc(C(F)(F)F)c3)nc2n1	0.2%	8%	-0.5%	1.1	-6%	i	-0.6	69	-17%	-4.5%
O=C(N/N=C/c1cccnc1)c1ccccc1OCc1cccc(Br)c1	-0.4%	-7%	-1.0%	1	2%	i	0.5	63	-9%	4.2%
CCOc1ncccc1C(=O)OCc1nnc(-c2ccccc2)o1	-0.3%	-10%	-0.3%	1.1	-2%	i	0.3	68	-15%	-2.4%
CCCCn1c(SCC(=O)NCc2ccco2)nnc1-c1ccco1	0.2%	-42%	-2.5%	1.1	2%	i	2.5	73	1%	6.4%
COc1ccc(S(=O)(=O)N2CCCC2C(=O)Nc2ccc(C(C)=O)cc2)cc1 (stereo not drawn)	0.6%	0%	.	1.2	5%	i	0.4	64	-16%	-1.0%

Copied from the list:
Cc1nnsc1-c1nnc(SCC(=O)c2ccccc2)n1C1CC1 | NTR1 ag cell count 20 µM = 56
Cc1csc(NC(=O)C2CCCCC2)n1 | KOR beta-arrestin-1 = -1%[20 µM]

Additional entries follow:
SMILES	GPR55 activation	KOR beta-arrestin-1	CSM14.1 death rescue	TNAP activation fold	HEK293 NOD2/NF-kB	Yfh1-depleted yeast	NTR1 ag	NTR1 ag cell count 20 µM	NOD1 inhibition	KOR beta-arrestin-2
CCC(=O)N1CCc2cc(S(=O)(=O)NC(C(=O)NC3CCCc4ccccc43)C(C)C)ccc21 (stereo not drawn)	0.1%	7%	6.8%	1.2	19%	i	0.9	65	40%	0.1%
CC(=O)C1=C(O)C(=O)N(c2ccc(Br)cn2)C1c1ccccc1[N+](=O)[O-] (stereo not drawn)	0.0%	-22%	.	.	-4%	.	-0.4	80	0%	0.1%
COc1ccc(CC(=O)c2ccc(O)cc2O)cc1OC	0.3%	2%	0.3%	1.1	-5%	i	-2.0	75	-25%	-0.4%
CS(=O)(=O)N1CCC(C(=O)Nc2ccc(Cl)cc2)CC1	0.0%	-3%	.	.	-16%	.	0.2	56	-10%	7.3%

Four compounds drawn at random from those above, as already listed:
SMILES	GPR55 activation	KOR beta-arrestin-1	CSM14.1 death rescue	TNAP activation fold	HEK293 NOD2/NF-kB	Yfh1-depleted yeast	NTR1 ag	NTR1 ag cell count 20 µM	NOD1 inhibition	KOR beta-arrestin-2
CS(=O)(=O)N1CCC(C(=O)Nc2ccc(Cl)cc2)CC1	0.0%	-3%	.	.	-16%	.	0.2	56	-10%	7.3%
COc1ccc(CC(=O)c2ccc(O)cc2O)cc1OC	0.3%	2%	0.3%	1.1	-5%	i	-2.0	75	-25%	-0.4%
CCC(=O)N1CCc2cc(S(=O)(=O)NC(C(=O)NC3CCCc4ccccc43)C(C)C)ccc21 (stereo not drawn)	0.1%	7%	6.8%	1.2	19%	i	0.9	65	40%	0.1%
CC(=O)C1=C(O)C(=O)N(c2ccc(Br)cn2)C1c1ccccc1[N+](=O)[O-] (stereo not drawn)	0.0%	-22%	.	.	-4%	.	-0.4	80	0%	0.1%

Screening data (PubChem)
